NPY1 pot ag: human NPY-Y1 potentiation or agonism, primary screen. P25929. AID 1304. hit rate 0.37% among 220,000. activation, % at 3.6 µM. NPY-Y1 expressing cells, potentiator/agonist activation; in the data active = activation above about 33%, passing the limit was not always enough;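 also: cells stimulated with NPY at EC10 then isoproterenol at EC100; 0% = low agonist plus stimulus and 100% = saturating agonist plus stimulus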
RBBP9 inh: inhibitors of human serine hydrolase RBBP9; recombinant RBBP9, FP-Rh probe fluorescence polarization; inhibition, % at 7.94 µM; hit rate 0.2% among 220,000;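 active = inhibition above the campaign mean of all tested compounds plus 3 SD, cut at about 14% in these data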;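 also: plate controls were DMSO wells with RBBP9 for no effect and wells lacking RBBP9 protein for full effect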
Target sequence (O75884 whole entry, looked up): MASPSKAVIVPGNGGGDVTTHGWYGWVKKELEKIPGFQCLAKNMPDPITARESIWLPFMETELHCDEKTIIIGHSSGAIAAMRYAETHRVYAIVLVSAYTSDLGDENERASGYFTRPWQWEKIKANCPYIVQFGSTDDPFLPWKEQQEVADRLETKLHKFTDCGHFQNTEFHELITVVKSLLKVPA
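system = RBBP9 protein | input = RBBP9 at 2.5 µM in dispensed solution, before mixing | measured by = fluorescence polarization (mP), excitation 525 nm, emission 598 nm | incubation = enzyme-compound preincubation 30 min, then probe labeling 45 min, 25 °C | buffer or medium = Tris-NaCl-Pluronic buffer, pH 8.0 | compound = single dose 7.94 µM | also added = FP-Rh probe, 375 nM dispensing solution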
NPY-Y2 PAM-ag: human NPY-Y2 potentiation or agonism, primary screen | activation, % at 3.6 µM | cells expressing NPY-Y2, potentiator/agonist read-out | P49146 | hit rate 0.45% among 220,000; in the data active = activation above about 27%;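 also: cells stimulated with NPY near EC25 plus isoproterenol at EC100; 0% = vehicle plus submaximal agonist and 100% = vehicle plus saturating agonist; some results beyond the cut were filed as inactive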
Target sequence (P49146 whole entry, looked up): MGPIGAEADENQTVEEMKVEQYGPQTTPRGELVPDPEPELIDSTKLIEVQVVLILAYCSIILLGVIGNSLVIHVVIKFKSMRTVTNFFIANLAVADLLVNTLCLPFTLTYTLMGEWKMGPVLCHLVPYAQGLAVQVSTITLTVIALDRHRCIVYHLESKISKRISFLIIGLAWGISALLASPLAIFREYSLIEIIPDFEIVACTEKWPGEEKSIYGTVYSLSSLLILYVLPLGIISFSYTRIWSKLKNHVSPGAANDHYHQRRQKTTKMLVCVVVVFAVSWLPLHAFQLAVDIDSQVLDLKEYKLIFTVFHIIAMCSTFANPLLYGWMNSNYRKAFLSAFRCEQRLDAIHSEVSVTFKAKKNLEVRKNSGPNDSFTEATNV
p97 inhibitor: human p97 ATPase inhibition; P55072; recombinant p97 ATPase, Kinase-Glo ATP luminescence, 3 h; inhibition, % at 8 µM; hit rate 0.42% among 220,000; AID 1481; in the data active = inhibition above about 15%;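 also: 0% = DMSO vehicle and 100% = wells lacking enzyme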
Hck Nef HTS: blocks Nef-activated human Hck kinase | P08631 | Recombinant Hck-YEEI plus Nef, Z-Lyte FRET kinase assay | inhibition, % at 20 µM | hit rate 0.68% among 220,000;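 active = Hck-Nef kinase inhibition above about 50%, limit read from the data; inactive = inhibition below that limit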;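 also: 0% = DMSO with Hck plus Nef and 100% = Hck alone without Nef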
NPY-Y1 antag: NPY-Y1 (human) receptor antagonism; P25929; hit rate 1% among 200,000; inhibition, % at 3.6 µM; HEK293-CNG Y1 cells, membrane potential fluorescence; NPY at EC95, then isoproterenol;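 active = inhibition above the campaign mean inhibition of all tested compounds plus 3 SD, cut at about 20% in these data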;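 also: 0% = DMSO wells given NPY plus isoproterenol and 100% = isoproterenol alone without NPY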
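Material: HEK293 cells with Y1 receptor plus CNG channel; times: compound incubation 1 h at room temperature, readout 45 min post-stimulation; signal: fluorescence, membrane potential probe; read-out basis: fluorescence ratio normalized to % inhibition between controls; benchmarks: full-block control isoproterenol-only wells, zero-block control NPY plus isoproterenol wells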
Runt-SMMHC FRET: Runt domain-CBFb-SMMHC interaction inhibition; Q01196+Q13951; Cerulean-Runt/Venus-CBFb-SMMHC FRET ratio 530/480, 1 h; inhibition, % at 20 µM; hit rate 0.74% among 220,000;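 active = mean inhibition across duplicate retests at 20 µM reaching about 50%, limit read from the data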;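 also: 0% = DMSO wells and 100% = wells with excess untagged CBFb-SMMHC; inhibitors lower the FRET ratio by blocking Runt binding to CBFb-SMMHC; some results filed as inactive read as strong as hits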
MDM2 E3 inh: blocks human Mdm2 ubiquitin ligase activity. cell-based MDM2 ubiquitination luciferase reporter, 2 h; 0 = plate control, 100 = twice control, blank-subtracted. signal enhancement, % at 5 µM. hit rate 0.11% among 210,000;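 active = signal enhancement of 30% or more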;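 also: luminescence tracks abundance of the self-degrading MDM2-luciferase fusion protein; higher signal means inhibition of MDM2 E3 ligase activity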
Target sequence (Q00987 whole entry, looked up, the tested form may be a part): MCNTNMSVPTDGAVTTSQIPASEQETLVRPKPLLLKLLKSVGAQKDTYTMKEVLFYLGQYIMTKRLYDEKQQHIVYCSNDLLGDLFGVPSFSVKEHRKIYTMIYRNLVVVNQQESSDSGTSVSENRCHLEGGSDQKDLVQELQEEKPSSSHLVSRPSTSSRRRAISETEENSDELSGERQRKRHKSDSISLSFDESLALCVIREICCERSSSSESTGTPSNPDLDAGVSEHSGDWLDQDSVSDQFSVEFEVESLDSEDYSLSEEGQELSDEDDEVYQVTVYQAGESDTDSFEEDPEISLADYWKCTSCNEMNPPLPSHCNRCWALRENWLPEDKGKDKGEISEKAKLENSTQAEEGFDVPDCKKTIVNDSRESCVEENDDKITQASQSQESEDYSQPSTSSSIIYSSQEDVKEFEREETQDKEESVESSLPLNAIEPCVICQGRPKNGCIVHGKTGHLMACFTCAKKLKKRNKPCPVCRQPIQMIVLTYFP
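Timing – 2 h compound exposure at 37 °C · Assay system – mammalian cells stably expressing self-ubiquitinating, self-degrading MDM2 E3–luciferase fusion · Amount – 2000 cells seeded into each well · Measure – % luminescence enhancement versus blank-corrected plate control mean · Measured by – SteadyLite luminescence, 15 min reagent step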
Runt-CBFb FRET: Runt domain-CBFb interaction inhibition. Q01196+Q13951. Cerulean-Runt/Venus-CBFb FRET ratio 530/480, 1 h. inhibition, % at 20 µM. hit rate 0.46% among 220,000. AID 1496;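 active = inhibition over about 50% at 20 µM in the single-dose screen, limit read from the data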;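 also: 0% = DMSO wells and 100% = excess unlabeled CBFb competitor control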
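Assay system: Cerulean-Runt domain / Medium: Tris 50 mM pH 7.5, KCl, K2SO4, 0.01% BSA / Timing: protein complex preformed 1 h, compound exposure 1 h, room temperature, dark / Measured by: FRET, excitation 422 nm, emission at 530 and 480 nm / Evaluation: loss of energy transfer signal / Control set: 5 µM unlabeled CBFb as full-inhibition high control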
Starred values were filed as active, the others as inactive; nt = no result given.

SMILES	NPY1 pot ag	RBBP9 inh	NPY-Y2 PAM-ag	p97 inhibitor	Hck Nef HTS	NPY-Y1 antag	Runt-SMMHC FRET	MDM2 E3 inh	Runt-CBFb FRET
COc1ccc(-c2ccc(S(=O)(=O)N3CCOCC3)cc2)cc1	-8	-1	0	2	9	-4	3	-10	0
c1ccc(CNc2ncnc3c2cnn3-c2ccccc2)cc1	0	2	-5	4	0	6	1	-5	-2
COc1ccc(N2CCN(S(=O)(=O)c3ccc(Cl)c(C(F)(F)F)c3)CC2)cc1	-3	-3	12	1	10	2	1	-15	1
COc1ccc(CCNCc2ccc(OCC(=O)N3CCCCC3)c(OC)c2)cc1OC	4	-1	-5	4	16	-2	-5	-8	0
CCn1c(SCC(=O)Nc2ccc(OC)cc2)nc2nc3c(cc2c1=O)CCCC3	-13	11	-5	-1	30	nt	-1	-6	0
CC1(c2ccccc2)CC(C)(C)N(C(=O)c2cc([N+](=O)[O-])cc([N+](=O)[O-])c2)c2ccccc21 (configuration not stated)	5	-6	13	1	2	-6	4	-10	1
COCCN(C(=O)Cc1cccs1)c1nnc(-c2cccnc2)s1	9	-5	-9	-3	0	-1	6	13	-2
COCC(C)NC(=O)c1oc2c(c1C)C1(CCC2)SCCS1 (configuration not stated)	-11	-4	-4	-4	4	6	0	1	1
CC1(C)C2CCC1(C)C(OC(=O)CNc1ccccc1)C2 (configuration not stated)	-5	5	12	2	15	nt	-5	-15	1
Cc1ccccc1NC(=O)COC(=O)c1c[nH]c(=O)[nH]c1=O	-8	-5	-18	-5	-10	-4	2	-5	-1
C=CCn1c(SCC(N)=O)nc(C)cc1=O	24	-9	-11	-1	-6	3	0	-8	2
Cc1cc(=O)oc(C)c1C(=O)N1CCN(C(c2ccccc2)c2ccccc2)CC1	-1	-2	-25	-4	-2	-2	3	-12	-2
Cc1nn(C)c(C)c1NC(=O)c1ccc(Cl)cc1	-7	3	5	1	1	-2	1	-3	1
CC1CN(c2nc(-c3ccccc3)nc3ccccc23)CC(C)O1 (configuration not stated)	-4	-9	-7	5	2	9	0	5	-3
CCNC(=O)C/C(C)=N/NC(=O)C(=O)Nc1ccc(CC)cc1	6	-2	3	4	7	0	1	-11	-2
Clc1ccccc1CN1CCC(Cc2ccccc2)CC1	-26	-1	-8	-9	0	0	1	-20	-17
O=C(O/N=C1\CCCc2ccccc21)C1CC1	-6	-8	-2	-2	25	-5	2	-2	-1
O=C(Cc1cccc2ccccc12)NNC(=O)c1cccs1	14	-4	4	1	1	3	1	-5	3
Nc1nc(-c2ccc(Cl)cc2)cn1N	5	-8	2	-7	-5	0	0	-12	1
CCCc1c(C(=O)Nc2ccc(C(F)(F)F)cc2)cnn1-c1ccccc1	22	-5	8	-12	0	nt	-3	-8	-1
O=C(CN1C(=O)c2ccccc2C1=O)NCC(=O)OCC(=O)c1ccc(Cl)cc1	-17	-14	-3	-1	2	-2	-3	-11	3
CCOC(=O)N1CCN(C(=O)CCc2ccc(S(=O)(=O)NCCc3ccccc3)cc2)CC1	5	-6	18	-1	-9	-3	-4	-11	2
CC(C)OCCCNc1ncnc2c1[nH]c1ccccc12	-9	1	17	2	2	-1	1	-11	0
O=C(CN(c1ccc(F)cc1)S(=O)(=O)c1ccc2c(c1)OCCO2)NCc1cccnc1	7	6	18	2	2	2	2	-19	0
Cc1ccc(N2C(=O)C3CCC(c4ccccc4)CC3C2=O)cc1 (configuration not stated)	-17	-6	3	-1	1	2	0	-1	-2
Nc1ccc2cn[nH]c2c1	17	2	15	7	-1	-5	1	nt	2
C=C(C)COc1ccc2c(C)c(C)c(=O)oc2c1OCC(=C)C	-29	-1	8	-2	6	14	-4	-11	-5
Cc1cc(=O)n2[nH]c(C)cc2n1	-15	5	7	9	29	-1	0	-1	1
Cc1nnc2sc(-c3cccc4ccccc34)nn12	-10	-7	10	-3	-2	7	1	2	-2
COc1cc(-c2cc(-c3ccccc3)nc(SCC(=O)Nc3nccs3)c2C#N)cc(OC)c1OC	-29	-1	-10	-3	4	12	-22	-12	nt
O=C(CCCCCn1c(=O)[nH]c2ccsc2c1=O)N1CCCCC1	3	6	-7	-3	1	-2	6	1	-5
COc1cc2ncnc(NCc3ccccc3Cl)c2cc1OC	-6	-5	-9	1	74*	11	-1	-14	-3
O=C(C1=C[C@H](c2ccc3c(c2)OCO3)C[C@H](OCCCCO)O1)N1CCN(Cc2ccc3c(c2)OCO3)CC1	-2	-4	1	-5	-18	5	0	nt	1
CCN(CC)c1ccc(/C=N/NS(=O)(=O)c2ccc(C)c([N+](=O)[O-])c2)cc1	-20	0	-13	-3	0	1	-4	-13	2
COC(=O)c1[nH]c2cc(OC)ccc2c1NC(=O)CCN1CCCCC1	8	9	4	3	-3	-1	2	nt	-1
O=C(NCc1cccc(C(F)(F)F)c1)C1CC(c2ccccc2[N+](=O)[O-])=NO1 (configuration not stated)	-14	-3	2	0	1	-4	-8	-1	-1
CC1Nc2ccccc2C(=O)N1NS(C)(=O)=O (configuration not stated)	-6	-5	-27	0	-3	5	7	-3	3
O=C1c2cccnc2C(=O)N1c1ccccc1-c1ccccc1	2	-9	2	-3	0	0	-3	-19	-3
Cn1c2ccccc2c2c(C(=O)N3CCN(C(=O)c4ccco4)CC3)cn(C3CCCCC3)c(=O)c21	-52	-1	-8	0	1	-6	-2	-15	-2
CC(NC(=O)c1cccc(S(=O)(=O)N2CCN(C)CC2)c1)C1CC2CCC1C2 (configuration not stated)	8	-3	-2	-1	-1	4	1	2	-2
COc1cccc(CNC(=O)CCC2CCCN(C(=O)Cc3ccccc3F)C2)c1 (configuration not stated)	-5	-8	-4	-4	17	2	-5	-11	-2
Cc1ccc(Oc2ccc(-c3nc(N)nc(N)n3)cc2)cc1C	0	-16	13	0	76*	-4	-7	-1	-12
CC(C)n1c(C(O)c2ccccc2)nc2ccccc21 (configuration not stated)	-3	5	-16	2	7	-7	0	-9	-3
CC(C)CCC(C(=O)O)C(C)CC(=O)NC1CCCCC1 (configuration not stated)	-24	-7	-14	1	1	10	2	23	-2
Cc1nc2cc(NC(=O)N3CCC(c4ccccc4)C3)ccc2n1C (configuration not stated)	-8	-10	0	4	-6	-1	-1	-4	2
O=C(Nc1ccc(Cc2ccncc2)cc1)c1ccc(Br)o1	2	0	-9	3	2	-6	-4	8	0
COc1ccc(NC(=O)COc2ccc3c(c2)CCC3)cc1	-1	-5	-19	0	-12	12	-6	-7	7
S=c1nc(C2CCCCC2)n(-c2ccccc2)[nH]1	22	0	-6	6	23	3	6	-36	8
CCOc1ccc(CC(=NCCc2ccccc2)C2=C(O)CC(C)(C)CC2=O)cc1OCC	-5	-10	0	-12	-2	8	-1	nt	0
c1ccc2c(c1)nc(NCC1CCCO1)c1nnnn12 (configuration not stated)	5	-4	6	5	0	0	28	-16	18
Cn1c(=O)c2c(-c3ccncc3)c3c(nc2n(C)c1=O)-c1ccccc1C3=O	-8	-1	13	2	1	-1	nt	nt	nt
Nc1ccc([N+](=O)[O-])cc1C(=O)NNC(=O)c1ccco1	9	-2	-7	1	8	nt	-3	-5	0
O=S(=O)(Nc1ccc(Cl)cc1)c1ccc(N2CCOCC2)c(NC(=S)NCCN2CCOCC2)c1	5	-2	5	8	-4	2	36	-8	42
Cc1nc2cc(-c3ccccc3)nn2c(C)c1CCC(=O)N1CCN(c2ccccn2)CC1	-3	-5	3	2	2	1	0	-19	-12
CC(=O)c1ccc(N2CCN(Cc3nc(Cc4ccccc4)no3)CC2)cc1	-12	-13	-3	-5	25	0	-1	3	0
COCCCNC(=O)C1CCN(c2ccc(N3CCOCC3)nn2)CC1	7	-6	-24	5	3	nt	10	-9	8
CCOC(=O)CC(NS(=O)(=O)c1ccc(NC(C)=O)cc1)c1ccc(OCC)cc1 (configuration not stated)	-6	-9	-9	-7	-1	-2	1	10	-2
Cc1cc(O)c(C(C[N+](=O)[O-])c2ccc(Cl)cc2)c(=O)o1 (configuration not stated)	-5	2	7	-2	5	2	-8	3	0
COc1cc2nc(SCC(=O)NC3CC3)n(CCC3=CCCCC3)c(=O)c2cc1OC	0	5	13	1	4	4	nt	nt	nt
CCC(C(=O)N1CCN(c2ccccn2)CC1)n1nc(C)n2c(cc3occc32)c1=O (configuration not stated)	-5	-5	0	5	2	3	2	-12	0

Whole records as entered above:
`Nc1ccc([N+](=O)[O-])cc1C(=O)NNC(=O)c1ccco1` as listed: NPY1 pot ag = 9; RBBP9 inh = -2; NPY-Y2 PAM-ag = -7; p97 inhibitor = 1; Hck Nef HTS = 8; NPY-Y1 antag = nt; Runt-SMMHC FRET = -3; MDM2 E3 inh = -5; Runt-CBFb FRET = 0
`Cc1nc2cc(-c3ccccc3)nn2c(C)c1CCC(=O)N1CCN(c2ccccn2)CC1` as listed: NPY1 pot ag = -3; RBBP9 inh = -5; NPY-Y2 PAM-ag = 3; p97 inhibitor = 2; Hck Nef HTS = 2; NPY-Y1 antag = 1; Runt-SMMHC FRET = 0; MDM2 E3 inh = -19; Runt-CBFb FRET = -12

The listing continues.
SMILES	NPY1 pot ag	RBBP9 inh	NPY-Y2 PAM-ag	p97 inhibitor	Hck Nef HTS	NPY-Y1 antag	Runt-SMMHC FRET	MDM2 E3 inh	Runt-CBFb FRET
CCC1CCCCN1C(=O)c1cc(-c2ccc(Cl)c(Cl)c2)on1 (configuration not stated)	-34	-15	-19	-7	-3	6	2	0	-6
COc1cc(SC)ccc1C(=O)Nc1ccc2c(c1)CCN2S(C)(=O)=O	4	-5	-19	3	4	0	1	-8	0
CCC(=O)OCCn1c(=O)c2cc3c(=O)n(CCOC(=O)CC)c(=O)c3cc2c1=O	-23	6	8	3	1	-1	0	-10	0
COc1ccc(/C=N/NC(=O)CNc2ccc(Br)cc2)c(C(=O)O)c1OC	17	2	4	7	22	2	3	-13	-1
COc1ccc(NC(=O)c2nc(C)n(-c3ccc([N+](=O)[O-])cc3)n2)cc1	11	-1	8	5	-12	2	-1	-31	0
COc1ccccc1C/C(N)=N/OC(=O)c1ccc(C)c([N+](=O)[O-])c1	-6	-6	0	-2	0	4	-3	11	-2
C=CCOc1c(CNc2ccc(C(=O)O)cc2)cccc1OC	-11	-4	-9	3	2	-1	4	3	0
O=C(Nc1ccccc1Br)c1c(F)cccc1Cl	16	-4	12	1	14	6	-2	-6	-1

High-throughput results from PubChem BioAssay.
